HIV peptide binding – inhibitors of HIV fusion peptide binding, primary screen, biochemical, uHTS, fluorescence dequenching (AID 1986) | 290,000 compounds, 0.3% hits | cell-free peptide binding, fluorescence dequenching, 30 min; higher % means a stronger effect | one-dose inhibition, % at 20 µM; IC50 in µM for titrated hits; in the data active = inhibition mostly above about 52%, no sharp cut-off; inactive = mostly below about 76%; note: some results filed as inactive read as strong as hits
KOR beta-arrestin-1 – KOR antagonists, beta-arrestin recruitment, cell-based, luminescence, uHTS (AID 1778). Kappa-type opioid receptor (Homo sapiens). inhibition, % at 10 µM, or IC50 in µM where a hit was titrated. 290,000 compounds, 0.091% hits. KOR beta-arrestin recruitment, luminescence, antagonist mode; higher % means a stronger effect; note: strong numbers were not always called active
AID2073 – inhibitors of Mint1-CaV2.2 protein interaction, biochemical, HTRF (AID 2073) | 290,000 compounds, 0.19% hits | Voltage-dependent N-type calcium channel subunit alpha-1B (Homo sapiens) | HTRF protein-protein interaction, Mint1-CaV2.2; higher % means a stronger effect | inhibition, % at 20 µM, or IC50 in µM where a hit was titrated; in the data active = inhibition mostly above about 51%, no sharp cut-off; inconclusive = no clear call, values can overlap the other calls; inactive = mostly below about 53%; note: some results filed as inactive read as strong as hits
Dengue-2 NS5 capping – Dengue-2 NS5 methyltransferase inhibitors, primary screen, biochemical, confirmation dose response (AID 588689) | Genome polyprotein (Dengue virus type 2 (strain 16681-PDK53)) | Dengue-2 NS5 methyltransferase capping enzyme assay, biochemical; higher % means a stronger effect | one-dose inhibition, % at 25 µM; IC50 in µM for titrated hits | 340,000 compounds, 0.3% hits; in the data active = a potency from the dose series; inconclusive = inhibition above about 29% without an active follow-up result
KOR beta-arrestin-2 – KOR agonists, beta-arrestin recruitment, primary screen, cell-based, luminescence, uHTS (AID 1777); Kappa-type opioid receptor (Homo sapiens); KOR beta-arrestin recruitment, luminescence; higher % means a stronger effect; activation, % at 10 µM; hits with a dose series show EC50 in µM; 280,000 compounds, 0.02% hits; in the data active = activation above about 50%, passing the limit was not always enough; note: a part of the inactive calls stands beside numbers as strong as those of hits
NOD2 inhibition – NOD2 signaling inhibitors, cell-based, luminescence, uHTS, HEK293 (AID 1566). HEK293 NOD2/NF-kB luciferase reporter, luminescence; higher % means a stronger effect. inhibition, % at 4 µM, or EC50 in µM where a hit was titrated. 290,000 compounds, 0.63% hits; note: many of its hits are not listed in these tables
NOD1 NF-kB reporter – NOD1 signaling inhibitors, primary screen, cell-based, luminescence, uHTS (AID 1578); one-dose inhibition, % at 4 µM; EC50 in µM for titrated hits; NOD1-driven NF-kB luciferase reporter cells, luminescence; higher % means a stronger effect; 290,000 compounds, 1% hits; in the data active = inhibition mostly above about 36%, no sharp cut-off; inactive = mostly below about 34%;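 note: HEK-293T reporter cells stimulated with the NOD1 agonist gamma-tri-DAP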
West Nile virus CPE – West Nile virus antiviral activity, cell-based, CPE readout (AID 1621) | West Nile virus-infected cells, CPE inhibition; higher % means a stronger effect | one-dose CPE inhibition, % at 10 µM; IC50 in µM for titrated hits | 290,000 compounds, 0.02% hits; in the data active = a potency from the dose series; inconclusive = CPE inhibition mostly from about 3.7% at the one dose, without a potency; inactive = the rest, 99 in 100 with CPE inhibition below about 2.2%; note: strong numbers were not always called active
Yfh1-depleted yeast – enhancers of respiration in Yfh1-depleted yeast, dose response, Friedreich's ataxia, plus single-dose screen (AID 1465); S. cerevisiae Yfh1-off respiration, WST-1 reduction, 72 h; higher fold induction means a stronger effect; one-dose fold induction at 50 µM; EC50 in µM for titrated hits; 220,000 compounds, 0.074% hits;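 active = fold induction of absorbance versus untreated yeast above a set limit, then at least 30% activation at any dose in follow-up; inconclusive = repeats straddling the limit, or above it without dose testing; inactive = fold induction below the set limit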;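 note: activators that raise dye reduction in frataxin-depleted yeast; strong numbers were not always called active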
* hit, by the source's call; i = inactive; u = inconclusive; x = no result given; & = joins results of further samples; [ ] = remark or other dose. Cut-off read from the data, not from the text of the source, unless noted: active = inhibition above about 50%; inactive = the rest. A portion of the library, so the mix of outcomes need not match the whole.

SMILES	HIV peptide binding	KOR beta-arrestin-1	AID2073	Dengue-2 NS5 capping	KOR beta-arrestin-2	NOD2 inhibition	NOD1 NF-kB reporter	West Nile virus CPE	Yfh1-depleted yeast
O=C1CC(c2ccccc2)CN1C(=O)c1cncc(Br)c1 (configuration not stated)	-0.5%	18%[20 µM]	-2%	-5%	-1.0%	16%	-10%	0.4%	i
CCO/C([O-])=N/c1c[n+](N2CCOCC2)no1	-1.9%	-13%	7%	-4%&-1%	-1.1%	16%	12%	0.4%	i
O=C(CNC(=O)c1cccs1)N/N=C/c1ccc(Cl)cc1	0.6%	-23%	13%	-4%	2.6%	-3%	-40%	0.4%	x
C#CCOCCOCCOCCNc1nc(N2CCN(C(=O)[C@H](Cc3cc4ccccc4[nH]3)n3cc(C(N)CC(C)C)nn3)CC2)nc(N2CCN(C(=O)[C@H](CCC(=O)O)n3cc(C(N)[C@H](C)CC)nn3)CC2)n1 (some centres not stated)	-0.5%	-6%	10%	-2%	2.4%	-1%	-27%	0.8%	i
NNc1ncnc2c1cnn2-c1ccccc1	-0.9%	-74%	12%	2%	1.5%	-16%	1%	0.2%	i
c1ccc(COc2ccc(CNn3cnnc3)cc2)cc1	0.0%	-28%	2%	-7%	2.5%	-28%	-14%	-0.6%	i
COc1cc(/C=C(/C#N)c2nc3ccccc3[nH]2)ccc1OCC(=O)Nc1ccccc1C(C)C	6.0%	-154%	14%	2%	5.6%	-11%	21%	-2.1%	i
Cc1ccc(NC(=O)CCNS(=O)(=O)c2ccc3c(c2)CCC(=O)N3)cc1F	-0.3%	2%[20 µM]	6%	-2%	1.1%	3%	-16%	-0.4%	x
NC(=O)C1CCN(C(=O)CSc2nc(O)cc(=O)[nH]2)CC1	-0.5%	-19%[20 µM]	4%	-10%	-4.9%	-1%	-4%	-0.7%	x
COc1ccccc1NC(=O)NC1CCS(=O)(=O)C1 (configuration not stated)	-1.5%	-22%	-6%	-1%	-4.6%	5%	-19%	0.2%	x
Cc1ccc(NC(=O)Cn2c(=O)oc3cc(S(=O)(=O)N4CCC(C)CC4)ccc32)cc1C	-2.2%	2%	7%	-6%	-2.5%	26%	27%	-1.1%	i
O=C(COc1ccccc1Cl)NC1CC1	-1.3%	18%	9%	-5%	-2.6%	5%	-12%	-0.8%	x
O=C(c1ccco1)N1CCN(C(=O)c2snc3ccc(Cl)cc23)CC1	2.5%	-7%	-16%	-5%	-3.9%	9%	20%	-0.2%	i
COc1ccc(CCNC(=O)C2CCN(C(=O)c3ccc(Cl)cc3)CC2)cc1OC	-1.0%	-7%	7%	-4%	-1.9%	-8%	-10%	-1.3%	x
Cc1ccc(N2C(=O)C(Cl)=C(N3CCOCC3)C2=O)cc1Cl	14%	x	38%	35µM*	1.6%	-15%	-46%	-0.7%	i
CC(=O)NS(=O)(=O)c1ccc(N=c2ssc3c2-c2cc(C)c(C)cc2NC3(C)C)cc1	52%	x	-4%	-4%	2.6%	4%	-21%	-0.7%	i
COc1ccc(CC(=O)NNS(=O)(=O)c2ccccc2)cc1OC	1.4%	-31%	-5%	x	-2.8%	28%	-20%	0.2%	i
CC(=O)Nc1nc(-c2ccc(Cl)cc2)nc(C)c1C(C)=O	-3.4%	-40%	-2%	-13%	3.3%	-15%	-40%	-1.1%	i
COc1cc(OC)cc(C(=O)N[C@H](C(=O)OCC(=O)N2CCc3ccccc32)C(C)C)c1	-0.1%	11%	-2%	-12%	-1.4%	-8%	-32%	-1.5%	i
Cc1cccc(NC(=S)NCCN(C2CCCCC2)C2CCCC2)c1	3.2%	24%	-6%	-5%	-5.7%	-1%	-1%	-1.7%	i
CCCCOC(=O)c1cc(C)nc2ccc(Br)cc12	-1.3%	-7%	38%	-3%	-3.0%	-8%	-13%	0.6%	i
CCOc1ccc(C2C(C(=O)OC)=CN(C(C)c3ccccc3)C=C2C(=O)OC)cc1 (configuration not stated)	0.6%	6%	5%	-5%	3.3%	6%	-3%	-1.0%	x
O=C(CSc1nnc(-c2ccc(C(F)(F)F)cn2)o1)Nc1cccc(Cl)c1	-1.7%	29%	9%	11%	6.6%	-78%	-4%	0.0%	i
Cc1ccc(S(=O)(=O)CCC(=O)N2CCN(c3ccc(Cl)cc3)CC2)cc1	2.2%	-24%	-2%	-2%	6.3%	9%	0%	-1.4%	i
C=CCn1c(Cc2ccc(OC)cc2)nnc1SCC(=O)NCCc1ccccc1	0.5%	4%	1%	-3%	4.3%	4%	10%	-0.2%	i
O=C(NCc1ccccc1)c1ccccc1-c1nc2ccccc2[nH]1	-0.6%	17%	-2%	-5%	-3.2%	18%	4%	-0.3%	i
CC(=O)Nc1cccc(NC(=O)CCc2ccccc2)c1	0.0%	10%	0%	-8%	-1.7%	-38%	-1%	1.1%	i
CC1(C)Cc2c(sc(NC(=O)c3ccc(Br)o3)c2C#N)CO1	3.5%	-7%	8%	2%	10%	-92%	-75%	-0.2%	i
CCOC(=O)NC(=O)/C(C#N)=N\Nc1ccc(Cl)cc1	-0.3%	-40%	6%	11%	2.4%	-8%	-38%	0.4%	i
CCOc1ccc(NS(=O)(=O)c2ccc(C(=O)N3CCN(c4ncccn4)CC3)cc2)cc1	-1.7%	-19%	11%	-9%	-1.5%	29%	0%	-1.1%	i
CCOc1ccc(CN2CCNC(=O)C2CC(=O)NCCN2CCOC2=O)cc1 (configuration not stated)	1.0%	-6%	8%	-6%	6.9%	-16%	13%	0.4%	x
CC(=O)NNC(=S)Nc1cccc(F)c1	-0.6%	27%	-17%	x	3.1%	3%	-2%	-0.2%	i
CCCCNC(=O)n1c(SC)nc2ccccc21	2.3%	-30%	4%	3%	8.9%	1%	-6%	0.5%	i
O=S(=O)(CCC1CCCCN1)c1ccccc1 (configuration not stated)	0.8%	21%	5%	-7%	-0.3%	2%	-7%	0.5%	x
CC1=CN2C(=N)/C(=C/c3ccc(C)o3)C(=O)N=C2S1	5.4%	-9%	-1%	1%	-2.4%	-64%	-40%	-0.7%	i
CSc1ccc(C2c3[nH]c4ccccc4c3CCN2C(=O)c2ccnn2C)cc1 (configuration not stated)	1.6%	-22%[20 µM]	19%	5%	x	-96%	-54%	u	i
Cc1cccc(Cn2nc(-n3cccc3)c3c(C)cc(C)nc32)c1	0.4%	-3%	5%	-6%	4.6%	-6%	3%	-0.5%	i
COc1ccccc1N=Cc1c(C)[nH]n(-c2ccc(C)cc2C)c1=O	-2.5%	-3%[20 µM]	32%	x	x	8%	-17%	2.3%	i
O=C(Nc1ccc(Br)cc1)c1ccc2ncsc2c1	-0.9%	1%	-6%	-17%	-6.1%	-96%	-87%	-0.4%	x
Nc1nonc1C(=O)NCCNCc1ccccc1OCc1ccccc1F	1.6%	-23%	-11%	3%	-1.5%	9%	4%	-1.0%	i
CCOc1ccc(NC(=O)C2CCN(C(=O)NC3CCCCC3)CC2)cc1	0.5%	-19%	-3%	6%	-0.7%	-12%	-41%	-1.0%	i
Cc1ccc2[nH]c(=O)c(COC(=O)C3CCCO3)cc2c1 (configuration not stated)	-0.9%	-2%	2%	-10%	-5.7%	6%	1%	1.4%	i
CCN(CC)C(=O)N1CCN(C(=O)c2ccc(C)cn2)CC1	-1.8%	13%	-5%	-5%	-1.4%	6%	2%	-0.3%	i
CCN(CC)CCN(Cc1cc2cc3c(cc2[nH]c1=O)OCO3)C(=S)NCCCOC	0.2%	1%	-10%	-5%	5.1%	6%	-5%	0.0%	x
COc1cccc(CNc2ccc3[nH]c(=O)[nH]c3c2)c1OCc1ccccc1Cl	-2.0%	-27%	-24%	-1%	0.0%	7%	12%	0.7%	x

Whole records, looked up by structure. Screens in order: HIV peptide binding, KOR beta-arrestin-1, AID2073, Dengue-2 NS5 capping, KOR beta-arrestin-2, NOD2 inhibition, NOD1 NF-kB reporter, West Nile virus CPE, Yfh1-depleted yeast
Entry for `Cc1ccc2[nH]c(=O)c(COC(=O)C3CCCO3)cc2c1` (configuration not stated) : -0.9%, -2%, 2%, -10%, -5.7%, 6%, 1%, 1.4%, i
Entry for `CSc1ccc(C2c3[nH]c4ccccc4c3CCN2C(=O)c2ccnn2C)cc1` (configuration not stated) : 1.6%, -22%[20 µM], 19%, 5%, x, -96%, -54%, u, i
Entry for `COc1cccc(CNc2ccc3[nH]c(=O)[nH]c3c2)c1OCc1ccccc1Cl` : -2.0%, -27%, -24%, -1%, 0.0%, 7%, 12%, 0.7%, x
Entry for `O=C(Nc1ccc(Br)cc1)c1ccc2ncsc2c1` : -0.9%, 1%, -6%, -17%, -6.1%, -96%, -87%, -0.4%, x
Entry for `O=S(=O)(CCC1CCCCN1)c1ccccc1` (configuration not stated) : 0.8%, 21%, 5%, -7%, -0.3%, 2%, -7%, 0.5%, x

The main list resumes with the 2 entries that preceded the break.
SMILES	HIV peptide binding	KOR beta-arrestin-1	AID2073	Dengue-2 NS5 capping	KOR beta-arrestin-2	NOD2 inhibition	NOD1 NF-kB reporter	West Nile virus CPE	Yfh1-depleted yeast
CCN(CC)CCN(Cc1cc2cc3c(cc2[nH]c1=O)OCO3)C(=S)NCCCOC	0.2%	1%	-10%	-5%	5.1%	6%	-5%	0.0%	x
COc1cccc(CNc2ccc3[nH]c(=O)[nH]c3c2)c1OCc1ccccc1Cl	-2.0%	-27%	-24%	-1%	0.0%	7%	12%	0.7%	x
CCNc1nc(CN2CCOCC2)nc2sc3c(c12)CCC3	-3.2%	-20%	-4%	-4%	0.6%	6%	-14%	0.1%	i
O=C(NC(=S)NCCC1=CCCCC1)c1ccc(Br)o1	-0.8%	21%	-10%	1%	-4.3%	-17%	-21%	-0.8%	i
Cc1ccccc1NC(=O)CCn1c(=O)oc2ccccc21	-0.2%	22%	9%	-6%	-1.9%	-8%	-22%	0.0%	i
O=C(NCc1nc2ccccc2[nH]1)c1ccc([N+](=O)[O-])cc1	-0.3%	0%	2%	-5%	-2.3%	20%	-20%	-0.4%	i
Cc1ccc(N2C(=O)CSC2c2ccccn2)cc1Cl (configuration not stated)	-0.4%	-4%	0%	-3%	12%	4%	-22%	-0.3%	i
CCOC(=O)c1ccc(NC2c3ccccc3C(=O)N2c2ccc(C)cn2)cc1 (configuration not stated)	-1.1%	27%	-4%	-3%	0.4%	15%	-37%	-0.2%	i
Cc1ccc(OCCCC(=O)Nc2nncs2)cc1	2.2%	-35%	0%	-3%	3.8%	9%	-1%	0.1%	i
COc1ccc(S(=O)(=O)N2CCCC(C(=O)O)C2)cc1 (configuration not stated)	2.5%	-24%	2%	-1%	0.1%	10%	0%	x	x
